Screening data as filed in PubChem BioAssay.
phage Ecoli inh: E. coli growth loss with phage present; 0.26% of 360,000 active; inhibition, % at 11.9 µM; AID 651602; growth absorbance; in the data active means inhibition above about 11%
E coli growth: reduces bacterial viability in AddAB counter-screen. AID 449728. 0.27% of 330,000 active. inhibition, % at 11.9 µM. E. coli V3065 growth, OD600 absorbance, 18 h;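 active means inhibition above the campaign's mean inhibition across all tested compounds plus 3 SD, cut at about 9.9% in these data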;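 further: uninfected addAB+ strain grown without phage in ampicillin broth; 0% = DMSO wells and 100% = ciprofloxacin 0.95 µg/ml wells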
Tat export inh: blocks Tat-dependent protein export in E. coli. inhibition, % at 10 µM. AID 488895. E. coli MC4100 TorA-mCherry Tat export, fluorescence. 0.036% of 340,000 active;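 active means mean replicate inhibition at least 50% and at least half of replicates individually reaching 50%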;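 further: exported cargo escapes ClpAP degradation while cytoplasmic cargo is degraded and loses fluorescence; 0% = median of neutral control wells and 100% = median of NaSCN control wells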
PKA-R1A activ: activates the PKA-R1A holoenzyme complex | P00514+P68181 | AID 504707 | PKA-R1A dissociation, Cy5-IP20 fluorescence polarization; scaled: DMSO 0%, 113 µM cGMP 100% | activation, % at 11.4 µM | 0.083% of 340,000 active;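 active means percent activation above the mean of all tested compounds plus 3 SD, cut at about 19% in these data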;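 further: higher means more PKAc released from R1A so a rise in polarization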
HTR5A inv ctr: counter-screen for OPRM1-OPRD1 inverse agonists: human HTR5A inverse agonism. inhibition, % at 9.3 µM. AID 504634. HTR5A cell line, luminescence. 0.083% of 340,000 active; in the data active means inhibition mostly above about 23%, no sharp cut-off; inactive means mostly below about 18%;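 further: 0% = cells with DMSO and 100% = no-cell wells with DMSO; some compounds called inactive have numbers as strong as hits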
AddAB inh: less growth of phage-infected E. coli with AddAB; E. coli expressing H. pylori AddAB, absorbance growth; 0.29% of 330,000 active; inhibition, % at 11.9 µM; AID 435030; in the data active means inhibition above about 12%;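 further: 0% = vehicle wells of infected cells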
PKA-R2B act: activates the human PKA-R2B holoenzyme complex. P22694+P31323. PKA-R2B holoenzyme dissociation, Cy5-IP20 fluorescence polarization; R2B truncated from residue 108, S112A mutant; 0% DMSO only, 100% 113 µM cGMP. activation, % at 11.4 µM. 0.079% of 340,000 active. AID 504700;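 active means activation above a cutoff set at the mean over all compounds plus 3 SD, cut at about 18% in these data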;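 further: higher means more holoenzyme dissociation and a rise in polarization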
Target sequence (P31323 whole entry, looked up, other chains not shown, the tested form may be a part): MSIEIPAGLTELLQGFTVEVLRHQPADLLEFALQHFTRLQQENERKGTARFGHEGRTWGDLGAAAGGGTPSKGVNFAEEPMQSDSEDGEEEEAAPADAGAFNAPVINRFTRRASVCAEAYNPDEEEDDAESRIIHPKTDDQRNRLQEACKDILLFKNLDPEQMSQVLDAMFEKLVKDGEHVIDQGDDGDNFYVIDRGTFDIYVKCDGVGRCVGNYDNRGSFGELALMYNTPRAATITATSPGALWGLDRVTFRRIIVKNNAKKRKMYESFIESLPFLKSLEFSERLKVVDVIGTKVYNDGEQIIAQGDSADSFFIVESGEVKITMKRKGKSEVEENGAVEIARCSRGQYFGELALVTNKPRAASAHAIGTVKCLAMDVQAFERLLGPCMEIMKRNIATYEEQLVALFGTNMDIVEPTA
HTR5A ag: counter-screen for OPRM1-OPRD1 agonists: human HTR5A agonism; P47898; HTR5A agonist assay, luminescence, cell-based; activation, % at 9.3 µM; 0.61% of 340,000 active; AID 504692; in the data active means activation mostly above about 9.5%, no sharp cut-off; inactive means mostly below about 7.6%;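 further: 0% = cells with vehicle only and 100% = reference agonist; strong numbers were not always called active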
SUMO Mot1 rescue: SUMOylation pathway inhibition by Mot1-301 growth rescue; S. cerevisiae Mot1-301 growth rescue, ATP luminescence, 38.5C; percent above DMSO median, 100 means doubled; AID 2716; growth rescue, % at 18.8 µM; 1% of 320,000 active;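 active means every valid replicate shows activation above 250% relative to neutral control wells; inactive means the rest, any valid replicate at or below 250%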;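 further: OY570 slx delta 5 strain wells were the positive control but not used for scaling; some compounds called inactive have numbers as strong as hits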
DAGLB inhibitor: blocks human DAGLB lipase activity | HEK293T DAGLB membrane lysate, EnzChek fluorogenic substrate | inhibition, % at 5.17 µM | 0.059% of 340,000 active | AID 504411; in the data active means inhibition above about 34%;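 further: 0% = enzyme with vehicle and 100% = wells lacking enzyme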
CDK5 inh: blocks human CDK5/p35 kinase activity; Recombinant CDK5/p35, ADP-Glo luminescence, 60 min; inhibition, % at 10 µM; 0.01% of 330,000 active;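 active means highest replicate inhibition of at least 50% and at least 75% of replicates reaching 50%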;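 further: plate controls were DMSO neutral control for no effect and GW8510 at 10 µM for full effect; many of its hits are not listed in these tables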
Target sequence (Q00535 whole entry, looked up): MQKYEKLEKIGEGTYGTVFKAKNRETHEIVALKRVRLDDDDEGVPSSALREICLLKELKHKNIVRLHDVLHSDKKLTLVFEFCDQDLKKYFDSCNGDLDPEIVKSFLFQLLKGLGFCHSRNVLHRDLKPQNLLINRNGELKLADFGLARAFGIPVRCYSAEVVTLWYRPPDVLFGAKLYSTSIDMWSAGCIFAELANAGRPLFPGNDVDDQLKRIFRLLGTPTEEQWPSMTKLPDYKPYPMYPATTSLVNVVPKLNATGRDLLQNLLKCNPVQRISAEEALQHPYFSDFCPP
Target sequence (Q15078 whole entry, looked up): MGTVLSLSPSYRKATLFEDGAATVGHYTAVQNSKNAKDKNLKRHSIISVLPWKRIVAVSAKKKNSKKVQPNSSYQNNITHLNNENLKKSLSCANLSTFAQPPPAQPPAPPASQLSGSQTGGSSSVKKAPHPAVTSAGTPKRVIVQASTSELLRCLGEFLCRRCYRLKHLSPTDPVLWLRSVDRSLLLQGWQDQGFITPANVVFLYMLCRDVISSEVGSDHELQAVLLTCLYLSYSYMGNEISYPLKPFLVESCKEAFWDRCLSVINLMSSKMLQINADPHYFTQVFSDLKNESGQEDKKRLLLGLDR
An asterisk follows results filed as active; x = no result given.

1. Cc1n[nH]c(C)c1CCN(C)Cc1cn(C)nc1-c1ccccc1F
2. Cc1cc(N/N=C/c2c(O)ccc3ccccc23)nc(-c2ccccc2O)n1
3. Cc1ccccc1-c1nc2sc3c(c2c(=O)n1N)CCCC3
4. Cc1ccc(C=NNc2nc3c([nH]2)c(=O)n(C)c(=O)n3C)cc1
5. CCCCc1c(O)nc(SCC(=O)N2CCOCC2)n(-c2ccccc2OC)c1=O
6. C=CCn1c(SCC(=O)c2c(N)n(C)c(=O)n(C)c2=O)nnc1-c1ccoc1C
Screen / compound no.,1,2,3,4,5,6
phage Ecoli inh,-3.2,2.8,2.8,2.7,3.0,4.2
E coli growth,-4.8,-0.1,-1.7,x,-1.9,-2.7
Tat export inh,-6,-1,6,0,0,7
PKA-R1A activ,1,4,-10,-4,4,6
HTR5A inv ctr,-4,-14,-5,5,15,10
AddAB inh,-2.0,2.4,0.7,x,2.9,-2.1
PKA-R2B act,0,-8,-3,-8,1,0
HTR5A ag,2,-5,6,-1,-4,-3
SUMO Mot1 rescue,10,184,-4,x,-7,2
DAGLB inhibitor,0,1,-1,0,2,-1
CDK5 inh,0.5,-0.3,0.1,0.4,-3.9,0.3

Some of these compounds in order of molar mass, highest first.
5. CCCCc1c(O)nc(SCC(=O)N2CCOCC2)n(-c2ccccc2OC)c1=O
2. Cc1cc(N/N=C/c2c(O)ccc3ccccc23)nc(-c2ccccc2O)n1
3. Cc1ccccc1-c1nc2sc3c(c2c(=O)n1N)CCCC3
Screen / compound no.,5,2,3
phage Ecoli inh,3.0,2.8,2.8
E coli growth,-1.9,-0.1,-1.7
Tat export inh,0,-1,6
PKA-R1A activ,4,4,-10
HTR5A inv ctr,15,-14,-5
AddAB inh,2.9,2.4,0.7
PKA-R2B act,1,-8,-3
HTR5A ag,-4,-5,6
SUMO Mot1 rescue,-7,184,-4
DAGLB inhibitor,2,1,-1
CDK5 inh,-3.9,-0.3,0.1

Next compounds:
7. Cc1sc2nc(-c3ccccc3)oc(=O)c2c1C
8. CNC(=O)NC(=O)CSc1nnc(-c2ccc(F)cc2)n1CC1CCCO1 (stereo unspecified)
9. c1cncc(-c2nc3cc4ccccc4cc3[nH]2)c1
10. C=CCc1cccc(/C=N/c2ncccc2O)c1O
11. CCOC(=O)c1cnc2nc(C(F)(F)F)[nH]n2c1=O
12. Cc1nn(C(C)CC(=O)O)c(C)c1Br (stereo unspecified)
Screen / compound no.,7,8,9,10,11,12
phage Ecoli inh,3.2,3.2,0.8,-0.9,0.3,0.7
E coli growth,-0.6,-2.6,-1.1,-3.2,3.0,-0.4
Tat export inh,-3,13,-7,-3,0,1
PKA-R1A activ,2,-3,-3,-3,1,10
HTR5A inv ctr,5,-14,30,-5,11,25
AddAB inh,1.2,0.0,1.8,1.8,2.9,-0.1
PKA-R2B act,-6,0,11,-7,-5,0
HTR5A ag,2,5,-4,-4,-4,-1
SUMO Mot1 rescue,0,4,24,6,7,0
DAGLB inhibitor,-14,0,-1,-2,2,1
CDK5 inh,0.0,0.7,-1.5,-1.3,-0.1,-0.3

13. Cc1cc(C(F)F)nn1CC(=O)NCc1ccc(Cl)cc1Cl
14. CCN(CC)C(=O)[C@H]1C[C@H](CC(=O)NC/C=C(\C)CCC=C(C)C)C(=O)N2CCc3c([nH]c4cc(CCC(=O)N(C)C)ccc34)[C@]12C
15. O=C(c1ccco1)N1CCN(S(=O)(=O)c2ccc(F)cc2)CC1
16. O=C(NNC(=S)NCc1ccccc1)c1ccc2c(c1)OCO2
17. C=CCOc1cccc(C2/C(=C(/O)c3ccccc3)C(=O)C(=O)N2CCN2CCOCC2)c1 (stereo unspecified)
18. CCn1c(-c2cc(-c3cccc(OC)c3)nc3ccccc23)n[nH]c1=S
Screen / compound no.,13,14,15,16,17,18
phage Ecoli inh,0.6,x,-1.1,4.1,2.2,1.3
E coli growth,1.6,-0.9,0.6,2.0,0.0,-0.1
Tat export inh,5,17,-7,-5,-4,8
PKA-R1A activ,-15,-5,-6,11,1,6
HTR5A inv ctr,-14,-3,-2,-30,-4,1
AddAB inh,3.4,-1.7,0.0,2.1,2.1,1.4
PKA-R2B act,-15,4,4,7,-1,1
HTR5A ag,-1,1,5,5,2,0
SUMO Mot1 rescue,6,x,12,7,2,-8
DAGLB inhibitor,-5,2,1,0,-1,2
CDK5 inh,-1.6,-0.2,-0.1,-1.0,-0.6,3.0

An excerpt from above in order of their number in CDK5 inh, descending.
item | SMILES | CDK5 inh
1 | Cc1n[nH]c(C)c1CCN(C)Cc1cn(C)nc1-c1ccccc1F | 0.5
7 | Cc1sc2nc(-c3ccccc3)oc(=O)c2c1C | 0.0
12 | Cc1nn(C(C)CC(=O)O)c(C)c1Br (stereo unspecified) | -0.3

(next part)
19. O=C(COc1ccc([N+](=O)[O-])cc1)Nc1ccc(N2CCN(C(=O)c3ccco3)CC2)cc1
20. COc1ccc(Cl)cc1S(=O)(=O)Nc1ncn[nH]1
21. Fc1ccc(-n2nnnc2-c2cnc(-c3cccs3)nc2C(F)(F)F)cc1
22. CCOc1ccc(-n2c(SCC(=O)NCc3ccco3)nc3c(c2=O)SCC3)cc1
23. CC(C)c1ccc(C(CC(=O)O)N2Cc3ccccc3C2=O)cc1 (stereo unspecified)
24. COc1cc(NC(=O)c2ccc(NC3=NC4CS(=O)(=O)CC4S3)cc2)cc(OC)c1OC (stereo unspecified)
Screen / compound no.,19,20,21,22,23,24
phage Ecoli inh,0.6,2.0,2.9,3.1,1.6,2.7
E coli growth,0.8,-0.9,2.4,1.0,0.8,-2.0
Tat export inh,12,-2,10,0,0,1
PKA-R1A activ,3,-2,-2,3,-10,-4
HTR5A inv ctr,-9,-7,-14,0,1,-20
AddAB inh,3.7,0.7,6.1,2.6,-0.5,0.5
PKA-R2B act,3,4,0,5,4,3
HTR5A ag,4,0,5,0,0,-1
SUMO Mot1 rescue,-10,162,-17,53,0,2
DAGLB inhibitor,4,-2,-11,0,0,-1
CDK5 inh,-4.9,1.5,-0.5,0.2,-0.6,2.3

25. CN(CCOc1ccccc1)C(=O)CNC(=O)c1ccc(C(C)(C)C)cc1
26. CCC(NC(=O)NC1=NCCS1)(C(F)(F)F)C(F)(F)F
27. COc1ccc2c(c1)CCC/C2=N\OC(=O)c1ccccc1F
28. Cc1sc2ncnc(N3CCC(C(=O)NNC(=O)COc4ccc(Br)cc4)CC3)c2c1C
29. C[C@@H]1C(c2cccc(Cl)c2)=NN(c2ccc(Br)cc2)[C@H]1C(=O)N1CCOC1=O
30. CCCNC(=O)CN1C(=O)NC(Cc2c[nH]c3ccccc23)C1=O (stereo unspecified)
Screen / compound no.,25,26,27,28,29,30
phage Ecoli inh,3.4,0.2,1.4,-0.8,x,1.8
E coli growth,-0.3,2.8,-1.2,-0.8,0.4,1.6
Tat export inh,9,6,5,9,0,2
PKA-R1A activ,-9,-9,-6,1,5,-13
HTR5A inv ctr,1,-3,0,-16,-7,15
AddAB inh,2.8,4.3,0.2,-0.2,0.2,4.4
PKA-R2B act,-7,0,1,-1,-1,-10
HTR5A ag,0,2,0,5,2,-6
SUMO Mot1 rescue,-4,-17,-7,16,x,2
DAGLB inhibitor,-5,-2,-16,3,-1,0
CDK5 inh,0.3,0.1,1.0,-0.3,0.2,-0.2

31. Cc1ccc(-n2nc3c(=O)n(CCCC(=O)NCc4ccc(F)cc4)nc(C)c3c2C)cc1
32. O=S(=O)(Nc1cccc(-c2ccc(N3CCOCC3)nn2)c1)c1cc(Cl)ccc1Cl
33. C1=Nc2c(NCc3ccccc3)ncnc2Oc2ccccc21
34. CC(C)C(NC(=O)C1CCCCC1)C(=O)NC1CCCC(C)C1C (stereo unspecified)
35. Cc1sc2ncnc(SCc3ccco3)c2c1C
36. Cc1coc2cc3oc(=O)c(CCC(=O)NC4CC4)c(C)c3cc12
Screen / compound no.,31,32,33,34,35,36
phage Ecoli inh,4.3,1.4,1.7,x,1.5,2.6
E coli growth,0.8,0.1,1.7,-1.7,-1.1,0.8
Tat export inh,1,11,-1,-6,3,1
PKA-R1A activ,-11,-1,-3,-5,12,-4
HTR5A inv ctr,-5,-4,22,-13,7,5
AddAB inh,-0.8,4.9,2.0,-1.0,4.5,3.5
PKA-R2B act,3,-10,-5,-6,1,-4
HTR5A ag,1,2,-9,3,-3,9
SUMO Mot1 rescue,3,15,-25,-7,0,5
DAGLB inhibitor,-2,1,-3,3,-13,-2
CDK5 inh,-1.0,-0.3,-3.2,0.2,0.4,0.6

37. CC(=O)N1CCN(CCS(=O)(=O)c2cc(Cl)ccc2Cl)CC1
38. O=C(COC(=O)c1ccc(Br)o1)NCc1ccc(Cl)cc1
39. N#Cc1cnn(-c2nc(SCc3ccccc3)nc3sc4c(c23)CCCC4)c1N
40. CCOC(=O)Cn1c(=O)c(-c2ccccc2N)nc2ccccc21
41. Cc1ccc2nc(Cl)c(CNCc3ccccc3)cc2c1
42. O=c1c2ccccc2nnn1-c1ccc(Br)cc1
Screen / compound no.,37,38,39,40,41,42
phage Ecoli inh,2.5,5.4,0.6,2.9,5.5,1.5
E coli growth,0.9,-1.1,0.3,2.0,-1.1,0.2
Tat export inh,-2,-5,-7,-8,2,-4
PKA-R1A activ,4,-3,-3,0,-2,-6
HTR5A inv ctr,11,13,4,3,21,-10
AddAB inh,-2.1,0.4,1.9,3.1,-0.8,-2.1
PKA-R2B act,2,-6,-3,8,-1,5
HTR5A ag,-3,-3,-1,-1,5,0
SUMO Mot1 rescue,134,2,-9,-13,0,-4
DAGLB inhibitor,0,-3,-7,2,-6,-4
CDK5 inh,1.4,-0.4,-0.4,1.5,1.1,-1.7

43. CCOc1ccc(CCN2CN(CC)CNC2=S)cc1OCC
44. COC(=O)C1CCN(c2nc3ccccc3nc2C(C#N)C(=O)OCC(C)C)CC1 (stereo unspecified)
45. Fc1ccccc1COc1ccc(Br)cc1CNCc1cccnc1
46. COc1ccc(Cc2nnc(N/N=C/c3ccc(O)cc3)[nH]c2=O)cc1OC
47. COc1ccc(-c2cc(-c3ccccc3)c(C#N)c(SCC(=O)O)n2)cc1
Screen / compound no.,43,44,45,46,47
phage Ecoli inh,6.1,1.9,2.3,-1.3,2.2
E coli growth,0.2,-0.2,2.2,-2.8,0.7
Tat export inh,7,11,2,6,4
PKA-R1A activ,-2,-14,1,-8,1
HTR5A inv ctr,-10,-8,11,10,1
AddAB inh,1.2,2.1,4.9,4.5,-1.6
PKA-R2B act,-10,2,0,0,-4
HTR5A ag,4,0,-3,8,8
SUMO Mot1 rescue,104,-13,2,4,-2
DAGLB inhibitor,1,-1,-6,3,2
CDK5 inh,-3.5,1.4,-3.4,3.3,1.9
